High-throughput results deposited in PubChem BioAssay by Broad Institute.
PAX8 reporter: inhibitors of PAX8-driven TPO luciferase reporter, primary screen, RMG-I cells, single concentration | SteadyGlo, 24 h | inhibition, % at 12.6 µM | hit rate 1.2% among 360,000 | AID 652154, 2013;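 active = mean replicate inhibition at least 60% with every replicate also reaching 60%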;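 note: luciferase light reporting Pax8 driven TPO promoter activity; plate controls were median of neutral control wells for no effect and mitoxantrone controls for full effect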
EWS-Fli inh: EWS/Fli-driven NR0B1 reporter inhibitors, primary screen, A673 cells, NR0B1 luciferase, luminescence, MLPCN library. inhibition, % at 12.6 µM. hit rate 0.67% among 350,000. viability-normalised;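 active = mean inhibition of at least 50% after viability correction, with every replicate also passing that limit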;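 note: firefly luciferase signal divided by Alamar Blue viability fluorescence both relative to DMSO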
FN deposit inh: inhibitors of fibronectin matrix deposition, primary screen, AH1F cells, Alexa488-fibronectin fluorescence, plate reader; AH1F fibroblasts, overnight; inhibition, % at 12.6 µM; hit rate 0.086% among 350,000; AID 743247, 2014;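 active = mean inhibition across replicates of 30% or more, regardless of how many single replicates reach that level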;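 note: positive control wells lacked labelled fibronectin entirely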
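Material: AH1F fibroblast monolayer depositing Alexa488-labelled fibronectin into matrix / Amount: 10000 AH1F cells per well / Signal: fluorescence 485/525 nm / Medium: DMEM, 2% serum / Compound: single dose, pinned / Incubation: 1 h cell adhesion before compound, then overnight fibronectin incubation / Reagent: Alexa488-FN, 24 nM final / Read-out: inhibition of fibronectin deposition signal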
GSIS activator: GLuc luminescence reporter in INS-1E cells, primary screen for activators of glucose-dependent secretion of insulin; AID 743287, 2014; activation, % at 16.6 µM; hit rate 0.61% among 370,000; INS-1E GLuc reporter insulin secretion, 2-3 h;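 active = lowest replicate activation of at least 40%, so every replicate reaches that level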;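 note: 0% = median of neutral control wells and 100% = median of IBMX positive control wells; some compounds called inactive have numbers as strong as hits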
DENV2 CPE rescue: inhibitors of DENV2 cytopathic effect, primary screen, cell-based, plate reader, single concentration; DENV2-infected cells, cytopathic effect rescue; CPE inhibition, % at 9.99 µM; hit rate 1.7% among 350,000; in the data active = CPE inhibition above about 20%, passing the limit was not always enough; tested in BHK-21 cells;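 note: 0% = median of neutral control wells and 100% = median of positive control wells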
miR122 inh: miR-122 Renilla sensor signal increase in Huh7, primary screen, miR-122 inhibitor project, cell-based, single point, plate reader. Huh7 miR-122 Renilla luciferase sensor, 48 h; neutral wells = 0, positive control = 100. activation (reporter increase), % at 12.5 µM. hit rate 0.3% among 340,000. AID 602342, 2012;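 active = mean replicate activation score at least 90 and every replicate individually at or above 90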;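 note: higher luciferase means less miR-122 activity so hits act as miR-122 inhibitors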
F508del corr: F508del CFTR correction, initial screen, CFBE line, single point. CFBE cells, YFP halide quenching; stimulated with forskolin plus potentiator P3; % fluorescence drop versus neutral controls. activity (quench increase), % at 7.58 µM. hit rate 0.36% among 350,000;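 active = mean added fluorescence quench of at least 8% versus neutral control, with both replicates also reaching 8%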;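 note: cells transiently co-express mutant CFTR-F508del with the halide-sensitive YFP; corrector assay measuring rescue of mutant channel to the surface after 24 h compound exposure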
* = called active by the depositor; . = no result given; [ ] = remark or other dose.

#	SMILES	PAX8 reporter	EWS-Fli inh	FN deposit inh	GSIS activator
1	CCOC(=O)c1sc(NC(=O)CCc2ccccc2)nc1C	24	23	2	2
2	C[C@@H]1CCCCO[C@@H](CN(C)C(=O)NC2CCCCC2)[C@@H](C)CN([C@H](C)CO)C(=O)c2cc(NS(=O)(=O)c3cn(C)cn3)ccc2O1	-8	-2	.	-8
3	COc1cccc(OC)c1C(=O)NNS(=O)(=O)c1ccc2ccccc2c1	8	.	.	6
4	CCOc1ccc(-c2c(C(=O)N/N=C/C3CC=CCC3)nnn2-c2nonc2N)cc1 (centres undefined)	-24	.	1	-3
5	CN(C)c1nc(Cl)nc(NCCOc2ccccc2)n1	-20	.	-5	3
6	NNC(=S)Nc1cc(S(=O)(=O)N2CCOCC2)ccc1N1CCOCC1	0	-6	.	-3
7	CC(=O)c1ccc(NC(=O)CCNS(=O)(=O)c2cccc3nonc23)cc1	9	.	7	.
8	Cc1ccc(S(=O)(=O)N2CCC(C(=O)NC3CC(C)(C)NC(C)(C)C3)CC2)cc1	-3	4	0	15
9	Cc1c(NC(=O)C(C)OC(=O)/C=C/c2ccco2)c(=O)n(-c2ccccc2)n1C (centres undefined)	28	-13	0	0
10	O=C(Nc1ccc(F)cc1)Nc1ccc(N2CCOCC2)c2nonc12	-115	-148	11	1
11	O=c1oc2cc(OCc3c(F)c(F)c(F)c(F)c3F)ccc2cc1-c1ccccn1	7	8	-2	-4
12	COc1ccc(OCC(=O)Nc2ccc(NC(=O)c3cccs3)cc2)cc1	-29	2	2	3
13	O=C(/C=C/C(=O)NCc1cccs1)NCc1cccs1	13	6	-3	-4
14	OC[C@@H]1CN(C2CCCC2)C[C@H](n2cnc3c(N4CCCC4)ncnc32)O1	18	4	2	10
15	O=S(=O)(c1ccccc1)N1CC[C@@H]2[C@@H](CO)Nc3ccc(C#Cc4ccccc4F)cc3[C@@H]21	23	6	-3	2

#	DENV2 CPE rescue	miR122 inh	F508del corr
1	-6	-1	-1.7
2	4	18[16.7 µM]	-1.1
3	-6	-1	3.0
4	5	-7	0.2
5	-2	16	.
6	-4	.	0.2
7	.	-7	.
8	-1	-3	-0.3
9	.	-2	-0.5
10	4	.	11*
11	15	.	.
12	0	.	0.7
13	4	.	2.0
14	-16	4	-2.9
15	-12	2[16.7 µM]	1.0

Following part:
#	SMILES	PAX8 reporter	EWS-Fli inh	FN deposit inh	GSIS activator
16	CCOc1ccccc1CNC(=O)c1c([N+](=O)[O-])c(C)nn1C	33	-2	-4	2
17	Cc1cccnc1NC(=O)c1ccc(COc2ccccc2)o1	-11	-16	-3	-10
18	O=C(c1ccc(-c2ccccc2)cc1)N1CCN(c2ccccc2F)CC1	1	-1	-7	4
19	Cc1ccc(CN2CC(C(=O)N3CC(C)CC(C)C3)CC2=O)cc1 (centres undefined)	9	1	-2	6
20	Cc1ccc(OCC(=O)Nc2c(C)ccc3nsnc23)cc1	-21	-3	-1	10
21	c1csc(-c2nn3c(Cn4nnc5ccccc54)nnc3s2)c1	.	.	2	37
22	N#Cc1ccc(-c2ccc(F)cc2)nc1Oc1ccc(F)cc1	15	.	1	.
23	COCC(=O)N1C[C@H]2CON(C)[C@H]2C[C@H]1c1cccc(-c2cc(Cl)cc(Cl)c2)c1	-4	0	3	3
24	O=C(c1ccc(NC2=NC3CS(=O)(=O)CC3S2)cc1)N1CCN(C(=O)c2ccco2)CC1 (centres undefined)	-14	8	-2	.
25	CCOc1ccc(OCC)c(NC(=O)C2CCN(c3cnccn3)CC2)c1	7	.	3	-2
26	O=C(Cc1ccc(Cl)cc1)N1CCN(C(=O)c2ccco2)CC1	-5	.	4	.
27	Cc1ccccc1CN1[C@@H](C(C)C)COCCS1(=O)=O	-9	-48	7	8
28	CCS(=O)(=O)N[C@@H]1CC[C@@H](CC(=O)NCc2ccccn2)O[C@@H]1CO	13	0	-16	-4
29	CCC(=O)N1c2ccc(S(=O)(=O)N3CCCC3)cc2CC1C (centres undefined)	9	-6	13	7
30	Cc1noc(C)c1S(=O)(=O)N(C)C[C@H]1Oc2ccc(NC(=O)Nc3ccc(C(F)(F)F)cc3)cc2CC(=O)N([C@H](C)CO)C[C@@H]1C	-3	-4	4	3

#	DENV2 CPE rescue	miR122 inh	F508del corr
16	-4	53	.
17	-1	11	-0.7
18	-1	.	-1.8
19	5	.	-0.4
20	-2	-1	-0.9
21	.	-1	.
22	.	-2	.
23	6	.	-1.2
24	0	-1	0.6
25	3	-3	1.5
26	.	-10	.
27	-19	-3	1.8
28	3	.	-0.5
29	-1	13	-1.4
30	-3	7[16.7 µM]	1.0

Remaining list, next part:
#	SMILES	PAX8 reporter	EWS-Fli inh	FN deposit inh	GSIS activator
31	O=C(Nc1nccs1)c1cc2c(s1)-c1ccccc1OC2	-167	-49	-1	11
32	CC1Nc2ncnc(N3CCN(c4ccccn4)CC3)c2N(Cc2ccccc2)C1=O (centres undefined)	13	6	-4	-2
33	CCCCCCCCC(=O)N/N=C/c1ccccn1	.	13	.	-12
34	COc1cc(NC(=O)C2Cc3ccccc3CN2S(C)(=O)=O)cc(OC)c1 (centres undefined)	16	12	1	17
35	CCC(=O)Nc1ccc(C(=O)CSc2nc3ccccc3cc2CC)cc1	.	0	.	12
36	Cc1nc2c(C)[n+](CC(=O)c3ccccc3)ccc2n1C	28	9	5	9
37	COc1ccc([C@H]2N[C@]3(CCCN(Cc4cccn4C)C3=O)[C@H]3C(=O)N(Cc4ccccc4)C(=O)[C@@H]23)cc1	-5	0	0	-2
38	Cc1c(NC(=O)C(C)OC(=O)c2ccc([N+](=O)[O-])cc2Cl)c(=O)n(-c2ccccc2)n1C (centres undefined)	3	4	2	23
39	COc1ccc(OCC(=O)Nc2ccc3c(c2)nc(CCNC(C)=O)n3C)cc1	0	-9	-2	22
40	CC1=C([N+](=O)[O-])C(c2ccccc2C(F)(F)F)NC(=O)N1C (centres undefined)	-8	0	-5	-19
41	Cc1ccccc1NC(=O)c1nn(-c2ccc(F)c(F)c2)ccc1=O	-16	0	-7	.
42	CC(C)N(CCCNC(=O)CC1Oc2ccccc2NC1=O)Cc1ccccc1 (centres undefined)	-2	0	-7	8
43	O=S(=O)(NCc1ccccc1)c1ccc(-n2cccn2)cc1	-6	14	9	-8
44	Cc1cc(C)n2nc(SCC(=O)N3CC(C)CC(C)C3)nc2n1 (centres undefined)	18	6	2	10
45	CC(=O)Nc1ccc2c(c1)C(=O)N(C)[C@@H]1CC[C@H](CC(=O)NCc3ccccc3)O[C@H]1CO2	-3	5	-10	1

#	DENV2 CPE rescue	miR122 inh	F508del corr
31	3	1	0.0
32	2	2	-0.7
33	-4	-2	-1.5
34	12	-2	-0.3
35	-2	.	0.1
36	-1	0	0.1
37	-6	5	-1.3
38	8	3	-3.2
39	8	.	-1.2
40	-2	.	-0.3
41	-4	3	-1.0
42	0	-4	-3.7
43	7	18	-1.6
44	-9	5	1.3
45	7	1[16.7 µM]	-1.9

Ten entries already listed, arranged by molar mass, lowest first.
#	SMILES	PAX8 reporter	EWS-Fli inh	FN deposit inh	GSIS activator
33	CCCCCCCCC(=O)N/N=C/c1ccccn1	.	13	.	-12
43	O=S(=O)(NCc1ccccc1)c1ccc(-n2cccn2)cc1	-6	14	9	-8
31	O=C(Nc1nccs1)c1cc2c(s1)-c1ccccc1OC2	-167	-49	-1	11
40	CC1=C([N+](=O)[O-])C(c2ccccc2C(F)(F)F)NC(=O)N1C (centres undefined)	-8	0	-5	-19
41	Cc1ccccc1NC(=O)c1nn(-c2ccc(F)c(F)c2)ccc1=O	-16	0	-7	.
35	CCC(=O)Nc1ccc(C(=O)CSc2nc3ccccc3cc2CC)cc1	.	0	.	12
34	COc1cc(NC(=O)C2Cc3ccccc3CN2S(C)(=O)=O)cc(OC)c1 (centres undefined)	16	12	1	17
39	COc1ccc(OCC(=O)Nc2ccc3c(c2)nc(CCNC(C)=O)n3C)cc1	0	-9	-2	22
45	CC(=O)Nc1ccc2c(c1)C(=O)N(C)[C@@H]1CC[C@H](CC(=O)NCc3ccccc3)O[C@H]1CO2	-3	5	-10	1
38	Cc1c(NC(=O)C(C)OC(=O)c2ccc([N+](=O)[O-])cc2Cl)c(=O)n(-c2ccccc2)n1C (centres undefined)	3	4	2	23

#	DENV2 CPE rescue	miR122 inh	F508del corr
33	-4	-2	-1.5
43	7	18	-1.6
31	3	1	0.0
40	-2	.	-0.3
41	-4	3	-1.0
35	-2	.	0.1
34	12	-2	-0.3
39	8	.	-1.2
45	7	1[16.7 µM]	-1.9
38	8	3	-3.2

The list continues.
#	SMILES	PAX8 reporter	EWS-Fli inh	FN deposit inh	GSIS activator
46	CCN(CC)CCCNC(=O)C1c2ccccc2C(=O)N(CCOC)C1c1ccc(F)cc1 (centres undefined)	4	-2	-3	-3
47	COc1cccc(CN2CCNC(=O)C2CC(=O)NCC2CCOCC2)c1 (centres undefined)	-33	.	10	9
48	CC(C)NC(=O)OC[C@H]1O[C@H](C#Cc2ccc(C(C)(C)C)cc2)C=C[C@H]1O	7	14	-5	64*
49	CCN(CC(=O)Nc1ccc(NC(C)=O)cc1)C(=O)CSCc1c(C)noc1C	0	3	-2	-4
50	CCCNC(=O)COC(=O)c1ccccc1OCc1ccc(Cl)cc1	.	.	-3	2
51	Cc1c(OCC(=O)NCCCn2ccnc2)ccc2c3c(c(=O)oc12)CCC3	0	1	14	17
52	CCCOc1nc(SCCC)nc2c1cnn2-c1ccccc1	-4	-3	7	-43
53	C/C=C/c1ccc2c(c1)O[C@H](CN(C)C(=O)Cc1ccccc1)[C@H](C)CN([C@@H](C)CO)S2(=O)=O	.	25	-2	-6
54	O=C(NCc1cccc(Cl)c1)C1CCN(S(=O)(=O)c2ccc(F)cc2)CC1	-1	-3	-5	10
55	CN(N=O)c1ccc(CC2CCc3ccccc32)cc1 (centres undefined)	-94	-41	12	-9
56	O=C(NCc1ccccc1Br)c1ccncc1	6	-1	.	6
57	COC(=O)c1ccc(Nc2nc(C)nc3c2nnn3Cc2ccccc2)cc1	25	16	-2	-1
58	O=C(C[C@H]1CC[C@@H]2[C@H](COC[C@@H](O)CN2Cc2cccc(Cl)c2)O1)NCc1cccc(F)c1	-5	3	11	-18
59	CCOc1c(Br)cc(/C=C2/SC(=O)N(CC(=O)N3CCCC3)C2=O)cc1OC	3	.	-1	.
60	C[C@@H]1CCCCO[C@@H](CN(C)S(=O)(=O)c2cccs2)[C@@H](C)CN([C@@H](C)CO)C(=O)c2cc(NS(=O)(=O)c3ccccc3)ccc2O1	-17	-13	-9	3

#	DENV2 CPE rescue	miR122 inh	F508del corr
46	5	.	0.4
47	5	.	-0.3
48	2	.	2.3
49	-2	-4	0.2
50	.	-6	.
51	-7	-15	-3.3
52	1	4	5.0
53	-6	-11[16.7 µM]	1.0
54	7	-5	1.9
55	-3	.	1.1
56	3	-7	1.4
57	-4	6	-1.6
58	-1	4[16.7 µM]	2.6
59	.	-5	.
60	-10	8[16.7 µM]	0.3
